SRC1 TRFRET art: counter-screen for PPARgamma SRC-1 recruitment agonists: TR-FRET artefact; TR-FRET detection artefact counter-screen, emission ratio; stronger effect = higher value; TR-FRET ratio at 8 µM; hit rate 0.34% among 99,000; in the data active means TR-FRET ratio above about 2300; further: inactives centre near 1800; reference of the scale not given here
SRC3 TRFRET art: counter-screen for PPARgamma SRC-3 recruitment agonists: TR-FRET artefact. PPARgamma/SRC-3 format; stronger effect = higher value. TR-FRET ratio at 8 µM. hit rate 0.39% among 99,000; in the data active means TR-FRET ratio above about 2000; further: inactives centre near 1600; reference of the scale not given here
An asterisk follows results filed as active.

SMILES	SRC1 TRFRET art	SRC3 TRFRET art
CC1Cn2c(nnc2-c2cccc(N)c2)S1 (stereo unspecified)	2105	1648
Cc1ccc(CN2C(=O)/C(=C\c3ccc(C(=O)NCc4cccnc4)cc3)Oc3ccccc32)cc1	1656	1602
COCCCn1cn[nH]c1=S	1930	1629
Cc1nc(C)c(CCNC(=O)c2cccc(Cl)c2)s1	1784	1569
CCN(CC)S(=O)(=O)c1ccc(N2CCOCC2)c(NC(=O)C2CCCC2)c1	1762	1632
CC1=C(C(=O)Nc2ccccc2)C(c2ccc(Cl)cc2)n2c(s/c(=C/c3cccc(OCC(=O)O)c3)c2=O)=N1 (stereo unspecified)	1816	1475
Cc1nc(NC(=S)NC(=O)COc2ccc(Cl)cc2)ccc1Br	1848	1643
Cc1cc2c(ncn2Cc2ccccc2)c(N)c1C	1928	1650
Cc1ccc(NC(=O)Cn2cc(S(=O)(=O)c3ccc(F)cc3)c(=O)c3cc(F)ccc32)cc1	1677	1504
CCc1ccccc1NC(=O)c1ccc(NS(C)(=O)=O)cc1	1814	1588
O=C(CSc1nncc(=O)[nH]1)NCc1ccccc1	1645	1442
CCOC(=O)N1CCC(NC(=O)c2ccc3c(Cl)c4c(nc3c2)CCCC4)CC1	1616	1529
O=C(C/C=N\OCc1ccc([N+](=O)[O-])cc1)Nc1ccc(Br)cc1	1750	1644
COc1ccccc1CN1CCNC(=O)C1CC(=O)NC1Cc2ccccc2C1 (stereo unspecified)	1787	1635
CC(C)(C)c1ccc(C(CC(=O)O)NC(=O)CCCc2ccccc2)cc1 (stereo unspecified)	1682	1610
COc1ccc(NCC(=O)N/N=C/C(C)c2ccccc2)cc1 (stereo unspecified)	1680	1746
O=C(Cn1cc(C(F)(F)F)ccc1=O)NC(c1ccccc1)c1ccccc1	1663	1614
Cc1cccc(NC(=O)CN2C(=O)N/C(=C/c3ccc(-c4cccc(C(=O)O)c4C)o3)C2=O)c1	1838	1503
O=[N+]([O-])c1cccc(-c2nc(Oc3ccc(Cl)cc3)c3ccccc3n2)c1	1751	1581
Cc1ccc(NC(=O)c2cccs2)cc1NC(=O)c1cccnc1	1749	1521
COCCCNC(=O)c1ccc(CN2CCc3ccccc3C2)cc1	1854	1618
CCNC(=S)N(Cc1c(C)noc1C)c1ccccc1	1555	1427
O=C1CCC(C(=O)OC(C(=O)c2c[nH]c3ccccc23)c2ccccc2)=NN1 (stereo unspecified)	2084	1742
Cc1cccc(NC(=O)/C(C#N)=C\c2cc(C)n(-c3ccc(C(=O)O)cc3)c2C)c1	2139	1536
Cc1ccc(N2C(=O)NC(C(F)(F)F)(C(F)(F)F)C3=C2CC(C)(C)CC3=O)cc1	1831	1692
CC(=O)N1CCn2c3c(c4cc(C)ccc42)CCCC31 (stereo unspecified)	1646	1577
CCOc1ccc(C(=O)NC(=S)Nc2ccccc2N2CCCCC2)cc1[N+](=O)[O-]	2030	1547
Cc1ccnc(SCc2cc(=O)c(OC(=O)c3ccc(S(=O)(=O)N(C)C)cc3)co2)n1	2032	1687
Cn1cc(CN2CCCCC2c2ccccn2)c(-c2ccc3c(c2)OCCO3)n1 (stereo unspecified)	1637	1786
COC(=O)CCc1c(C)c(C(=O)c2cc(F)c(F)c(F)c2F)c2ccccn12	1789	1516
CCOCCCn1c(SC(C(=O)Nc2cc(C)ccc2C)c2ccccc2)nnc1-c1ccc(Cl)cc1 (stereo unspecified)	1570	1557
O=C(Nc1ccccn1)c1ccc(CN(c2ccccc2)S(=O)(=O)c2ccccc2)cc1	1674	1561
CCOC(=O)C1=C(C(F)(F)F)Nc2ncnn2C1c1ccc(OC)c(OC)c1OC (stereo unspecified)	1498	1631
O=C(CN(CCc1ccccc1)S(=O)(=O)c1ccc(Br)cc1)N/N=C/c1ccccc1C(=O)O	1786	1404
CCS(=O)(=O)N1CCN(c2nc(-c3ccccc3)cs2)CC1	1774	2121*
CCCc1cc(C(=O)NC2CCCCC2)no1	1810	1792
CC1=NN(c2ccc(C)cc2C)C(=O)C1C(c1ccccc1O)C1C(=O)N(c2ccc(C)cc2C)N=C1C (stereo unspecified)	1771	1520
COc1c(F)c(F)c(C(=O)O)c(Nc2cc(C)cc(C)c2)c1F	1595	1532
Cc1c(Cl)cccc1NC(=S)N(Cc1cccnc1)Cc1ccccc1Cl	1758	1505
CSCCC(NC(=O)c1ccco1)C(=O)OCc1cc([N+](=O)[O-])cc2c1OCOC2 (stereo unspecified)	1712	1455
Cc1cccc(C(=O)NCCN2CCOCC2)c1[N+](=O)[O-]	1684	1823
O=C(Nc1c2c(nn1-c1ccc(F)cc1)CS(=O)C2)c1ccc(S(=O)(=O)N2CCOCC2)cc1 (stereo unspecified)	1541	1428
O=C(O)C1=C[C@H](c2ccc(Br)cc2)C[C@H](OCc2ccc(CO)cc2)O1	1911	1600
COc1ccc2nc(NC(=O)Nc3cccc4ccccc34)sc2c1	1886	1607
N#CC1(NC(=O)CN2CCc3ccccc3C2)CCCC1	1851	1496
N=C1C(c2nc3ccccc3s2)=C(O)CN1NC(=O)c1ccccc1[N+](=O)[O-]	1659	1744
CC(=O)c1ccc(NC(=O)CSc2ccc(-c3ccc4c(c3)OCO4)nn2)cc1	1796	1706
Cc1c([N+](=O)[O-])nnn1-c1cc(Cl)cc(Cl)c1	1786	1273
CC(C)=CC[N+]1(C)CCCCC1	1704	1560
O=C1Nc2ccc([N+](=O)[O-])cc2OC1CCN1CCN(Cc2ccccc2)CC1 (stereo unspecified)	1782	1561
COc1ccc(NC(=O)/C=C/c2cc(OC)c(OC)c(OC)c2)cn1	1815	1675
O=c1oc(Nc2ccccc2Cl)nc2ccccc12	1839	1609
O=C(/C=C/c1ccco1)NC(=S)Nc1nc(-c2ccc(Cl)cc2)cs1	1960	1742
O=C(/C=C\c1cccs1)c1c(O)ccc2ccc(=O)oc12	1691	1405
O=C(CSc1nc(-c2cccs2)cc(C(F)(F)F)n1)Nc1cc(OCC(F)(F)C(F)F)cc([N+](=O)[O-])c1	1667	1596
COc1ccc2cc(C#N)c(N3CCN(C(=O)c4ccccc4C)CC3)nc2c1	1907	1428
CCCCC(=O)OCC(=O)Nc1ccc(SC(F)F)cc1	1918	1829
COC(=O)c1ccc(NC(=S)N2CCN(Cc3ccccc3OC)CC2)cc1	1804	1705
Cc1ccccc1OCC(=O)Nc1ccc2c(c1)n(C)c(=O)n2C	1502	1508
O=C(/C=C/c1cccc([N+](=O)[O-])c1)Nc1ccccc1N1CCOCC1	1828	1404
Continued:
SMILES	SRC1 TRFRET art	SRC3 TRFRET art
COCCN=c1scc(C)n1/N=C/C1CC2C=CC1C2 (stereo unspecified)	1889	1512
COCCn1c(=NC(=O)c2ccc(S(=O)(=O)N3CCc4ccccc4C3)cc2)sc2cc(OC)ccc21	2011	1592
Cc1cc(Nc2ccc(Br)c(C)c2)n2nc(C)nc2n1	1707	1596
COCCn1c(SCC(N)=O)nc2c(c1=O)SC(C)C2 (stereo unspecified)	1964	1712
Cc1nn(C)cc1C1C2=C(CC(C)(C)CC2=O)OC2=C1C(=O)CC(C)(C)C2	1655	1376
Cc1[nH]c2ccccc2c1C(=O)COC(=O)Cn1cnc2ccccc21	1882	1669
COc1cc(/C=N/NC(=O)CC2(C)OCCO2)cc(Br)c1O	2044	1577
CNC(=O)c1ccccc1NC(=O)C1CC(=O)N(c2ccc(OC)cc2)C1 (stereo unspecified)	1897	1545
CCOP(=O)(OCC)C(NC(=O)Nc1ccc(Cl)c(Cl)c1)c1ccccc1 (stereo unspecified)	1873	1616
Cc1cc(C)[n+](-c2ccc(F)cc2)c2[nH]c(=O)[nH]c(=O)c12	1894	1486
O=S1(=O)Cc2cc3ccccc3cc2C1	1740	1599
NC(=O)[C@@H]1CCCNc2c(I)cc([N+](=O)[O-])cc2C(=O)N[C@@H](Cc2ccccc2)C(=O)N[C@@H](Cc2cnc[nH]2)C(=O)N1	1653	1595
CCOc1cc(/C=C/c2nc3ccccc3s2)ccc1OCC(=O)N1CCOCC1	1601	1361
CC(NC(=O)CCCn1cc([N+](=O)[O-])cn1)c1ccccc1 (stereo unspecified)	1996	1777
CCS(=O)(=O)CCSC1OC(COC(C)=O)C(OC(C)=O)C(OC(C)=O)C1OC(C)=O (stereo unspecified)	1711	1522
CCCn1c(SCC(=O)Nc2ccc(OC)cc2[N+](=O)[O-])n[nH]c1=O	1870	1739
Cc1ccc2nc(N3CC(=O)Nc4ccccc43)nc(-c3ccccc3)c2c1	1872	1647
CC(C)c1ccc(NC(=O)Cn2cccc2C2=NC(c3ccccc3)CO2)cc1 (stereo unspecified)	1590	1527
COc1ccc(N/C(C)=C/C(=S)Nc2ccccc2)cc1	1754	1458
Cc1ccc(/C=C/C(=O)NCc2ccc(S(N)(=O)=O)cc2)o1	2005	1519

Three compounds out of the list, sorted by molar mass, lowest first.
SMILES	SRC1 TRFRET art	SRC3 TRFRET art
Cc1ccc(/C=C/C(=O)NCc2ccc(S(N)(=O)=O)cc2)o1	2005	1519
CNC(=O)c1ccccc1NC(=O)C1CC(=O)N(c2ccc(OC)cc2)C1 (stereo unspecified)	1897	1545
COc1cc(/C=N/NC(=O)CC2(C)OCCO2)cc(Br)c1O	2044	1577

(more compounds)
SMILES	SRC1 TRFRET art	SRC3 TRFRET art
O=C(CNc1cc(S(=O)(=O)N2CCOCC2)ccc1N1CCCC1)N1CCc2ccccc21	1619	1434
CCN(C(=O)CSc1nc2c(cnn2-c2ccccc2)c(=O)[nH]1)C1CCS(=O)(=O)C1 (stereo unspecified)	1745	1609
Cc1nc(N2CCC(C)CC2)c(C#N)c(C)c1[N+](=O)[O-]	1628	1502
COc1ccccc1-c1cc(C(=O)N/N=C\c2cnn(C)c2C)c2ccccc2n1	1736	1476
CC(C)(C)NC(=O)CN(C(=O)c1csnn1)c1ccccc1-c1ccccc1	1924	1635
COC(=O)c1ccc(COc2ccccc2[N+](=O)[O-])o1	1858	1661
O=C(Nc1nonc1-c1ccc(Cl)cc1)c1ccccc1	1824	1649
Cn1nc(C(F)(F)F)c(CNC(=O)C(C)(C)CCl)c1N1CCOCC1	1914	1566
CCCc1cc(=O)[nH]c(SCC(=O)N2CCN(S(=O)(=O)c3ccccc3)CC2)n1	1626	1545
CCCCOC(C)n1cc(F)c(=O)[nH]c1=O (stereo unspecified)	1677	1437
CCCN1CCN(CCCNC(=S)Nc2ccc(OC)cc2)CC1	1434	1660
O=Cc1c(Cl)nc2ccccn12	1680	1618
CNC(=S)NNC(=O)COc1ccc(C)c(C)c1	1555	1671
Cc1ccccc1-n1c(SCc2cccc(F)c2)nc2[nH]ncc2c1=O	1845	1585
CCN(CC)C(=O)Cn1c(=O)n(-c2ccccc2)c(=O)c2sccc21	1846	1559
NC(=O)Cn1nc([N+](=O)[O-])nc1Oc1ccccc1F	1778	1588
Cc1ccc(C(=O)Nc2ccc(N3CCN(C(=O)c4ccco4)CC3)cc2)cc1	1656	1783
Cc1csc(NC(=O)/C=C/c2ccc(C)o2)n1	1825	1653
CC(=O)NS(=O)(=O)c1ccc(NC(=O)c2ccc3c(c2)C(=O)N(CCC(C)C)C3=O)cc1	1759	1497
Cc1cc(NC(=O)CSc2nc3ccsc3c(=O)n2CCCC(=O)NCCc2ccccc2)no1	1946	1558
CC(=O)N1c2ccccc2Oc2cc3ccccc3cc21	1675	1425
CCN1CCN(c2nc(Nc3cccc(C)c3)nc(N)c2[N+](=O)[O-])CC1	1823	1600
CCOc1ccc(N=C2SC(C(=O)Nc3ccccc3C#N)C(N)=C2C(=O)Nc2ccc(Cl)cc2)cc1 (stereo unspecified)	2009	1531
COc1ccc(CCNC(=O)COC(=O)/C=C/c2ccc(OCC#N)c(OC)c2)cc1OC	1890	1438
CSc1ncccc1C(=O)OCC(=O)c1ccccc1Br	1823	1555
Cc1ccc(C2CC(=O)C=C(NCC(C)C)C2)cc1 (stereo unspecified)	1910	1496
CC(=O)CC(=O)Nc1ccc(Nc2ccccc2)cc1	2152	1512
CCOCCCN1C(=O)CN(C2CCC(C)CC2)C(=O)C1c1ccc(C)cc1 (stereo unspecified)	1838	1908
CCOC(=O)c1sc2nc(C)nc(SCC(=O)N(CC)C3CCS(=O)(=O)C3)c2c1C (stereo unspecified)	1724	1488
Cc1nn(C)cc1/C=N/NC(=O)C1(O)c2ccccc2-c2ccccc21	1819	1849
COc1ccccc1NC(=O)COC(=O)Cc1cccs1	1847	1520
O=C(NCc1ccc(F)cc1)Nc1ccc(Cl)cc1	1972	1453
CC(C)(C)c1cc(C(C)(C)C)n(-c2ccccc2)n1	1641	1493
O=C(CSc1ccc(C(F)(F)F)cc1[N+](=O)[O-])Nc1ccc2ccccc2c1	1773	1602
CCOC(=O)C1=C(C)C(c2ccc(OC)cc2OC)NC(=O)N1 (stereo unspecified)	1676	1607
COc1ccc(CNC(=O)CSc2nnc(C)n2-c2ccc(F)cc2)cc1	2065	1670
COc1cccc(-c2ccc(SCC(=O)N3CCOCC3)nn2)c1	1768	1894

Among those listed so far, 11 contain an NH in an aromatic ring:
SMILES	SRC1 TRFRET art	SRC3 TRFRET art
COCCCn1cn[nH]c1=S	1930	1629
O=C(CSc1nncc(=O)[nH]1)NCc1ccccc1	1645	1442
O=C1CCC(C(=O)OC(C(=O)c2c[nH]c3ccccc23)c2ccccc2)=NN1 (stereo unspecified)	2084	1742
Cc1[nH]c2ccccc2c1C(=O)COC(=O)Cn1cnc2ccccc21	1882	1669
Cc1cc(C)[n+](-c2ccc(F)cc2)c2[nH]c(=O)[nH]c(=O)c12	1894	1486
NC(=O)[C@@H]1CCCNc2c(I)cc([N+](=O)[O-])cc2C(=O)N[C@@H](Cc2ccccc2)C(=O)N[C@@H](Cc2cnc[nH]2)C(=O)N1	1653	1595
CCCn1c(SCC(=O)Nc2ccc(OC)cc2[N+](=O)[O-])n[nH]c1=O	1870	1739
CCN(C(=O)CSc1nc2c(cnn2-c2ccccc2)c(=O)[nH]1)C1CCS(=O)(=O)C1 (stereo unspecified)	1745	1609
CCCc1cc(=O)[nH]c(SCC(=O)N2CCN(S(=O)(=O)c3ccccc3)CC2)n1	1626	1545
CCCCOC(C)n1cc(F)c(=O)[nH]c1=O (stereo unspecified)	1677	1437
Cc1ccccc1-n1c(SCc2cccc(F)c2)nc2[nH]ncc2c1=O	1845	1585

Compound activity as filed in PubChem BioAssay.
